PG9 Ab binder – small molecules binding HIV-1 gp120 antibody PG9. AID 624416. inhibition, % at 6.7 µM. 360,000 tested, 0.43% active. TR-FRET gp120-PG9 antibody binding; in the data active = inhibition above about 8.5%
TCR CD3 inh – human TCR-CD3 binding inhibition | TAMRA-labeled TCR probe fluorescence, biochemical | inhibition, % at 9.4 µM | 360,000 tested, 0.37% active; in the data active = inhibition above about 19%;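 note: recombinant mutant TCR 2C K166C tagged with TAMRA read by polarization; 0% = receptor in buffer alone and 100% = receptor with positive control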
NR1D1 modulator – Rev-erb alpha (human) modulation; P20393; Rev-erbα–FITC-DNA binding, fluorescence polarization, 90 min; activity, % at 10 µM; 370,000 tested, 0.79% active;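 active = activity above about 14%, limit read from the data; passing the limit was not always enough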;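 note: 0% = DMSO wells with 35 nM protein and 100% = DMSO wells with 750 nM protein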
PRMT1 FP inh – blocks human protein arginine methyltransferase 1; Q99873; recombinant PRMT1, activity-based probe fluorescence polarization; inhibition, % at 2.79 µM; 370,000 tested, 1.3% active; AID 652257;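 active = inhibition above about 21% made by adding two undisclosed values, limit read from the data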
ABHD4 inh – ABHD4 (mouse) inhibition, primary FP screen; Q8VD66; inhibition, % at 8.92 µM; 370,000 tested, 0.54% active; purified mABHD4, FP-Rh probe fluorescence polarization;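 active = inhibition exceeding the mean over every tested compound plus 3 SD, cut at about 30% in these data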;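 note: 0% = plate median of compound wells and 100% = S159A mutant with DMSO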
Target sequence (Q8VD66 whole entry, looked up): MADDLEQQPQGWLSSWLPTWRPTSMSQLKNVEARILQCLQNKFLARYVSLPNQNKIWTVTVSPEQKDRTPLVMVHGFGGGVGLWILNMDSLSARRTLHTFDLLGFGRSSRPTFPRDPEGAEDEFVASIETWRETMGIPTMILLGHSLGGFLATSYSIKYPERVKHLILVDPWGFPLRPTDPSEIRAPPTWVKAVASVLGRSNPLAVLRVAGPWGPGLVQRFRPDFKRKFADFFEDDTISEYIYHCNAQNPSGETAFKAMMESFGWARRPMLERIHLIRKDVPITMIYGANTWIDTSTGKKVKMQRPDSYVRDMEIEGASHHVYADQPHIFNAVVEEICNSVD
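Material: mouse ABHD4 enzyme, wild type; Benchmarks: S159A mutant high control, sample median low control; Buffer or medium: HEPES pH 7.0, NaCl, Pluronic buffer; Signal: fluorescence polarization; Read-out: percent inhibition of probe binding, normalized to plate controls; Timing: pre-incubation 45 min, probe exposure 60 min, at 25 °C; Dosing: 8.92 µM, single dose.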
UHRF1 binding – human UHRF1 methylated DNA binding inhibitors; Q96T88; UHRF1 binding to methylated oligo, TR-FRET; inhibition, % at 4.4 µM; 370,000 tested, 0.75% active; AID 687016; in the data active = inhibition above about 21%;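 note: UHRF1 SRA domain binding a hemimethylated CpG hairpin DNA probe; 0% = median of test compound wells and 100% = reference inhibitor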
MBD2 DNA inh – MBD2-methylated oligo binding inhibition; 370,000 tested, 0.31% active; AID 686964; inhibition, % at 4.4 µM; TR-FRET, MBD2 binding to methylated oligonucleotide; in the data active = inhibition above about 13%
LEDGF integ inh – blocks HIV-1 LEDGF/p75-dependent DNA integration | TR-FRET IN-LEDGF/p75 DNA integration, Eu/Cy5 | inhibition, % at 3.7 µM | 370,000 tested, 0.64% active | AID 743269;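 active = inhibition above the screen-wide mean plus 3 SD, cut at about 13% in these data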;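 note: signal is the Cy5 over europium emission ratio at 671 and 618 nm; 0% = plate median of compound wells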
HTRA1 inhibitor – inhibitors of human serine peptidase HTRA1. recombinant HTRA1, FP-rhodamine activity-based probe, fluorescence polarization. inhibition, % at 5.96 µM. 340,000 tested, 0.5% active; in the data active = inhibition above about 36%;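 note: 0% = enzyme with DMSO and 100% = wells lacking enzyme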
Target sequence (Q92743 whole entry, looked up): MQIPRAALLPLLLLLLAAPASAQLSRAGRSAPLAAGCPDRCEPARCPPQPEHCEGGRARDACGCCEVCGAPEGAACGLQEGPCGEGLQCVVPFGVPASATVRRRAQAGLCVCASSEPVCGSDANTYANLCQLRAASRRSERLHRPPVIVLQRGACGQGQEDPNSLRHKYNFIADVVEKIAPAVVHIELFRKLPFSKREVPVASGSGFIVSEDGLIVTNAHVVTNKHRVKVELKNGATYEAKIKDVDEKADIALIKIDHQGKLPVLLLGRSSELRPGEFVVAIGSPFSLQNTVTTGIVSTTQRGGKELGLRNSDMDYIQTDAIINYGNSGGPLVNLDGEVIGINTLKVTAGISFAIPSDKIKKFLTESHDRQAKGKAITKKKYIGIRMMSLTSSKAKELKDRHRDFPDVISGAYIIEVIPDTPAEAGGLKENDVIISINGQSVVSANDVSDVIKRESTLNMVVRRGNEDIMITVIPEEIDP
rCAG RNA binder – molecules binding r(CAG) RNA repeats; inhibition, % at 3 µM; r(CAG) RNA repeat, TO-PRO-1 dye displacement fluorescence; 370,000 tested, 1.3% active;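 active = inhibition above the plate cutoff, the mean of all test compounds on that plate plus 3 SD, cut at about 35% in these data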;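 note: 0% = DMSO alone and 100% = 100 µM mitoxantrone as full dye displacement; higher means more dye released from RNA so lower well fluorescence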
Numbers without * were called inactive. Not all compounds are listed; count on the stated rates, not on these rows.

For CCCn1c(C(C)NC(=O)c2ccccc2)nc2ccccc21 (stereo not given) the results were PG9 Ab binder 1.3, TCR CD3 inh 0, NR1D1 modulator 7, PRMT1 FP inh -2, ABHD4 inh -3, UHRF1 binding 1, MBD2 DNA inh 1, LEDGF integ inh 4, HTRA1 inhibitor 0 and rCAG RNA binder -4.
Screening CC(=O)c1ccc(N2C(=O)NC3(CCCCC3)C2=O)cc1 returned PG9 Ab binder -0.4, TCR CD3 inh 2, NR1D1 modulator 0, PRMT1 FP inh 0, ABHD4 inh 3, UHRF1 binding 1, MBD2 DNA inh 1, LEDGF integ inh -4, HTRA1 inhibitor 10 and rCAG RNA binder -4.
`CCOC(=O)CC(=O)Nc1nnc(C(C)C)s1` gave PG9 Ab binder 0.5, TCR CD3 inh -1, NR1D1 modulator 4, PRMT1 FP inh -2, ABHD4 inh 6, UHRF1 binding 1, MBD2 DNA inh -7, LEDGF integ inh 1, HTRA1 inhibitor 5 and rCAG RNA binder -5.
`CCOC(=O)c1c(C=O)c(C)n(Cc2ccccc2Cl)c1C` gave PG9 Ab binder 0.1, TCR CD3 inh 8, NR1D1 modulator 2, PRMT1 FP inh -3, ABHD4 inh -5, UHRF1 binding 1, MBD2 DNA inh -1, LEDGF integ inh -1, HTRA1 inhibitor -17 and rCAG RNA binder -6.
For CCCCOc1ccc(N(CC(=O)NC2CCCC2)C(=O)CCC(=O)Nc2ccccn2)cc1 the results were PG9 Ab binder 0.3, TCR CD3 inh -3, NR1D1 modulator 0, PRMT1 FP inh 0, ABHD4 inh 4, UHRF1 binding 1, MBD2 DNA inh 1, LEDGF integ inh 3, HTRA1 inhibitor 2 and rCAG RNA binder -3.
`Cc1cc(OCC(=O)Nc2ccc(S(=O)(=O)NC3=NCCCCC3)cc2)c(C(C)C)cc1Cl` gave PG9 Ab binder -0.6, TCR CD3 inh -2, NR1D1 modulator 2, PRMT1 FP inh 2, ABHD4 inh -29, UHRF1 binding 0, MBD2 DNA inh 6, LEDGF integ inh -2, HTRA1 inhibitor -80 and rCAG RNA binder 6.
`CN(C)c1oc(-c2ccccc2Cl)nc1C#N` gave PG9 Ab binder 2.1, TCR CD3 inh -2, NR1D1 modulator -1, PRMT1 FP inh -1, ABHD4 inh -1, UHRF1 binding -2, MBD2 DNA inh 2, LEDGF integ inh 2, HTRA1 inhibitor 1 and rCAG RNA binder -4.
`COCCC(=O)N1CCOCC1c1cc(C(=O)Nc2ccccc2)no1` (stereo not given) gave PG9 Ab binder 1.1, TCR CD3 inh -10, NR1D1 modulator 4, PRMT1 FP inh 0, ABHD4 inh 1, UHRF1 binding 0, MBD2 DNA inh -2, LEDGF integ inh 2 and rCAG RNA binder 2.
`CCn1ccnc1CN(C)C(=O)c1cc(COc2c(F)cccc2F)on1` gave PG9 Ab binder -1.6, TCR CD3 inh 3, NR1D1 modulator -1, PRMT1 FP inh 0, ABHD4 inh 5, UHRF1 binding 0, MBD2 DNA inh 1, LEDGF integ inh 1, HTRA1 inhibitor -2 and rCAG RNA binder -3.
`C=CCOC(=O)C1=C(C)Nc2nnnn2C1c1cc(OC)ccc1OC` (stereo not given) gave PG9 Ab binder 0.3, TCR CD3 inh 3, NR1D1 modulator 5, PRMT1 FP inh 0, ABHD4 inh 7, UHRF1 binding 1, MBD2 DNA inh 4, LEDGF integ inh -1, HTRA1 inhibitor -1 and rCAG RNA binder 0.
Cc1ccc(CS(=O)(=O)CC(C)(O)c2ccc(Cl)cc2)cc1 (stereo not given) was read as PG9 Ab binder -0.7, TCR CD3 inh -1, NR1D1 modulator 0, PRMT1 FP inh -1, ABHD4 inh -4, UHRF1 binding -1, MBD2 DNA inh 1, LEDGF integ inh -2, HTRA1 inhibitor -4 and rCAG RNA binder 2.
For CN1C(=O)c2ccccc2C(C(=O)O)C1c1cn(C)c2ccccc12 (stereo not given) the results were PG9 Ab binder 1.5, TCR CD3 inh 1, NR1D1 modulator -2, PRMT1 FP inh 0, ABHD4 inh -2, UHRF1 binding -2, MBD2 DNA inh -1, LEDGF integ inh -2, HTRA1 inhibitor 1 and rCAG RNA binder 5.
O=C1COc2ccc(C(=O)COC(=O)Cc3ccccc3F)cc2N1 was read as PG9 Ab binder 0.0, TCR CD3 inh 0, NR1D1 modulator -4, PRMT1 FP inh 0, ABHD4 inh 3, UHRF1 binding 4, MBD2 DNA inh -2, LEDGF integ inh 3, HTRA1 inhibitor 4 and rCAG RNA binder 0.
Nc1nc(Nc2cccc(F)c2)nc(NCCO)c1[N+](=O)[O-] was read as PG9 Ab binder -0.6, TCR CD3 inh 8, NR1D1 modulator -6, PRMT1 FP inh -2, ABHD4 inh 5, UHRF1 binding 0, MBD2 DNA inh -1, LEDGF integ inh -2, HTRA1 inhibitor -4 and rCAG RNA binder 2.
O=C(CSc1nnc(-c2ccc(F)cc2)o1)Nc1ccccc1N1CCOCC1 was read as PG9 Ab binder 1.2, TCR CD3 inh -15, NR1D1 modulator 1, PRMT1 FP inh 0, ABHD4 inh -2, UHRF1 binding -3, MBD2 DNA inh -3, LEDGF integ inh -2, HTRA1 inhibitor -7 and rCAG RNA binder 0.
`CCCC1CCC(c2ccc(/C(N)=N/O)cc2)CC1` (stereo not given) gave PG9 Ab binder -0.8, TCR CD3 inh -3, NR1D1 modulator 4, PRMT1 FP inh -2, ABHD4 inh 1, UHRF1 binding -1, MBD2 DNA inh 0, LEDGF integ inh -3, HTRA1 inhibitor -8 and rCAG RNA binder -4.
`O=C(C[n+]1cccc(/C=N/O)c1)N(Cc1ccccc1)Cc1ccccc1` gave PG9 Ab binder -0.1, TCR CD3 inh 6, NR1D1 modulator -5, PRMT1 FP inh 1, ABHD4 inh 2, UHRF1 binding -1, MBD2 DNA inh -1, LEDGF integ inh -1, HTRA1 inhibitor 5 and rCAG RNA binder 6.
`Cc1ccc(OCC(=O)OC(C)CN(C)Cc2ccccc2)cc1` (stereo not given) gave PG9 Ab binder -1.3, TCR CD3 inh 1, NR1D1 modulator -5, PRMT1 FP inh 1, ABHD4 inh -1, UHRF1 binding 2, MBD2 DNA inh -2, LEDGF integ inh 1, HTRA1 inhibitor 5 and rCAG RNA binder 1.
`COc1ccc(C(=O)NCCc2cnc[nH]2)cc1OC` gave PG9 Ab binder 2.8, TCR CD3 inh -4, NR1D1 modulator 3, PRMT1 FP inh 3, ABHD4 inh -1, UHRF1 binding 4, MBD2 DNA inh 1, LEDGF integ inh -3, HTRA1 inhibitor 2 and rCAG RNA binder -3.
O=C(Cn1cnc2ccccc2c1=O)Nc1ccccc1N1CCOCC1 was read as PG9 Ab binder 1.8, TCR CD3 inh -6, NR1D1 modulator 5, PRMT1 FP inh 3, ABHD4 inh 1, UHRF1 binding 0, MBD2 DNA inh 0, LEDGF integ inh 2, HTRA1 inhibitor -7 and rCAG RNA binder -1.
`COc1ccc(NS(=O)(=O)c2ccc(O)c(NC(=O)c3ccc(S(=O)(=O)N4CCCC4)cc3)c2)cc1` gave PG9 Ab binder -0.9, TCR CD3 inh -10, NR1D1 modulator 2, PRMT1 FP inh 9, ABHD4 inh -18, UHRF1 binding 2, MBD2 DNA inh 8, LEDGF integ inh -7, HTRA1 inhibitor -2 and rCAG RNA binder 74*.
`O=C(OCC(=O)N1CCN(S(=O)(=O)c2ccc(Cl)cc2)CC1)C1CC1` gave PG9 Ab binder 1.0, TCR CD3 inh -4, NR1D1 modulator -2, PRMT1 FP inh 3, ABHD4 inh -6, UHRF1 binding 4, MBD2 DNA inh 1, LEDGF integ inh -6, HTRA1 inhibitor 9 and rCAG RNA binder 3.
N#CC1=C(N)N2C(=C(C#N)C13CCN(Cc1ccccc1)CC3)Nc1ccccc12 was read as PG9 Ab binder -2.1, TCR CD3 inh 1, NR1D1 modulator 0, PRMT1 FP inh 3, ABHD4 inh 3, UHRF1 binding -1, MBD2 DNA inh -6, LEDGF integ inh -2, HTRA1 inhibitor 4 and rCAG RNA binder 0.
Screening COc1cccc(NC(=O)Nc2cc(C)ccc2F)c1 returned PG9 Ab binder 2.1, TCR CD3 inh 8, NR1D1 modulator -4, PRMT1 FP inh 3, ABHD4 inh -5, UHRF1 binding 2, MBD2 DNA inh 0, LEDGF integ inh 1, HTRA1 inhibitor -37 and rCAG RNA binder -1.

Two records picked at random from the list so far, as already listed:
`COc1ccc(C(=O)NCCc2cnc[nH]2)cc1OC` gave PG9 Ab binder 2.8, TCR CD3 inh -4, NR1D1 modulator 3, PRMT1 FP inh 3, ABHD4 inh -1, UHRF1 binding 4, MBD2 DNA inh 1, LEDGF integ inh -3, HTRA1 inhibitor 2 and rCAG RNA binder -3.
Nc1nc(Nc2cccc(F)c2)nc(NCCO)c1[N+](=O)[O-] was read as PG9 Ab binder -0.6, TCR CD3 inh 8, NR1D1 modulator -6, PRMT1 FP inh -2, ABHD4 inh 5, UHRF1 binding 0, MBD2 DNA inh -1, LEDGF integ inh -2, HTRA1 inhibitor -4 and rCAG RNA binder 2.

Additional results.
`CC(C)NC(=O)c1ccc2c(c1)N(CC(=O)N1CCCC1)C(=O)C(C)(C)O2` gave PG9 Ab binder -0.7, TCR CD3 inh 7, NR1D1 modulator -5, PRMT1 FP inh -1, ABHD4 inh -3, UHRF1 binding -1, MBD2 DNA inh -3, LEDGF integ inh -1, HTRA1 inhibitor 2 and rCAG RNA binder -5.
`COc1cc(OC)cc(C(=O)OCC(=O)Nc2sccc2C(N)=O)c1` gave PG9 Ab binder 0.8, TCR CD3 inh 1, NR1D1 modulator 2, PRMT1 FP inh -3, ABHD4 inh -12, UHRF1 binding -2, MBD2 DNA inh -2, LEDGF integ inh 3, HTRA1 inhibitor -29 and rCAG RNA binder 4.
For CCOc1ccc(-n2c(SCC(=O)NC3CCS(=O)(=O)C3)nnc2-c2cccnc2)cc1 (stereo not given) the results were PG9 Ab binder -1.0, TCR CD3 inh 3, NR1D1 modulator -4, PRMT1 FP inh 1, ABHD4 inh 1, UHRF1 binding 11, MBD2 DNA inh 1, LEDGF integ inh -4, HTRA1 inhibitor 3 and rCAG RNA binder -1.
COc1cccc(COC(=O)CSCC(=O)Nc2cccc(C)c2)c1OC was read as PG9 Ab binder 0.0, TCR CD3 inh 1, NR1D1 modulator 2, PRMT1 FP inh 1, ABHD4 inh -7, UHRF1 binding -1, MBD2 DNA inh -1, LEDGF integ inh -1, HTRA1 inhibitor -5 and rCAG RNA binder -6.
`Cc1nc(N2CCN(c3ccccn3)CC2)c2c(C)c(C(=O)Nc3ccccc3F)sc2n1` gave PG9 Ab binder 2.2, TCR CD3 inh -8, NR1D1 modulator 15, PRMT1 FP inh 4, ABHD4 inh -2, UHRF1 binding 0, MBD2 DNA inh -3, LEDGF integ inh -2, HTRA1 inhibitor -2 and rCAG RNA binder -3.
`CCC/C=N/NC(=O)c1ccc(F)cc1` gave PG9 Ab binder -3.8, TCR CD3 inh 11, NR1D1 modulator 6, PRMT1 FP inh 1, ABHD4 inh 3, UHRF1 binding 1, MBD2 DNA inh 3, LEDGF integ inh 0, HTRA1 inhibitor -12 and rCAG RNA binder 0.
Screening Cn1c(=O)c(=O)n(C)c2cc(S(=O)(=O)N3CCN(Cc4ccc(F)cc4)CC3)ccc21 returned NR1D1 modulator 4, PRMT1 FP inh -2, ABHD4 inh 2, UHRF1 binding 1, MBD2 DNA inh -2, LEDGF integ inh 0 and rCAG RNA binder 9.
For Cc1ccc(/C(O)=C2\C(=O)C(=O)N(CC(C)O)C2c2ccccn2)cc1 (stereo not given) the results were PG9 Ab binder -2.0, TCR CD3 inh -6, NR1D1 modulator -1, PRMT1 FP inh 3, ABHD4 inh 6, UHRF1 binding 0, MBD2 DNA inh 1, LEDGF integ inh -4, HTRA1 inhibitor -3 and rCAG RNA binder -3.
